DDE Tn6 FP inh – DD(E)-Tn6 binding inhibition, primary FP screen; Fibrin DD(E) TRITC-Tn6 fluorescence polarization displacement; inhibition, % at 8.3 µM; actives 0.21% (n = 370,000);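 active = inhibition above a per-campaign cutoff: mean of compounds within control limits plus 3 SD, cut at about 15% in these data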;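 also: 0% = median of all compound wells on the plate and 100% = blocking peptide control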
PLC-gamma1 inh – PLC-gamma1 (human) inhibition, primary screen | P19174 | inhibition, % at 12.2 µM | actives 0.84% (n = 370,000) | purified PLC-gamma1, fluorogenic substrate, fluorescence; in the data active = inhibition above about 9.5%
Tn7 DDE FP – inhibitors of Tn7 peptide binding to human fibrin DD(E). inhibition, % at 8.3 µM. AID 720508. actives 0.13% (n = 370,000). P02675. FP displacement of FITC-Tn7 peptide from fibrin DD(E); 0% = median of compound wells per plate;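 active = inhibition above the mean of compounds falling within the control limits plus 3 SD of them, cut at about 14% in these data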;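 also: 0% = plate median of compound wells and 100% = 10 µM Aha-Tn7 peptide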
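system = human fibrin DD(E) protein | quantity = DD(E) 2 µM final | medium = Tris/NaCl/CaCl2 buffer, pH 7.8 | also added = labelled Tn7 tracer, 0.1 µM | compound dosing = single point at 8.3 µM | timing = compound with protein 10 min, then 3 h after probe, room temperature | signal = FP measurement | benchmarks = Aha-Tn7 high control | repeats = one replicate per compound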
ASAP1 inh – blocks human ASAP1-stimulated Arf1 GTP hydrolysis; actives 0.19% (n = 360,000); GDP FP detection; inhibition, % at 16.5 µM; Q9ULH1; in the data active = inhibition above about 25%;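 also: 0% = vehicle with enzyme and substrate and 100% = no enzyme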
Target sequence (Q9ULH1 325-724 limits assumed): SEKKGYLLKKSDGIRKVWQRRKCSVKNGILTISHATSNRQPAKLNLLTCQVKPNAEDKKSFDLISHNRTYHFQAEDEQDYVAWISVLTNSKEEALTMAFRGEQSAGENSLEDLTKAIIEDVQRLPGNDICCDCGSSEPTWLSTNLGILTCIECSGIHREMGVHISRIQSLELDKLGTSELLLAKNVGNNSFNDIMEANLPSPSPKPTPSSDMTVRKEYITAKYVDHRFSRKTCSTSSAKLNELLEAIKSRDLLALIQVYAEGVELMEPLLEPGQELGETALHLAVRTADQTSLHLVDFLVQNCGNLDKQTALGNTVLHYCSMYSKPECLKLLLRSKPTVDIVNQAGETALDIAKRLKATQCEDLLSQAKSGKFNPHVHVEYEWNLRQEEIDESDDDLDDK
TDP2 inh – blocks human TDP2 phosphodiesterase activity | O95551 | inhibition, % at 12.8 µM | AID 720702 | actives 0.34% (n = 370,000) | recombinant TDP2, T5PNP hydrolysis, p-nitrophenol absorbance 415 nm;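 active = inhibition above the mean of all tested compounds plus 3 SD, set per campaign, cut at about 25% in these data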;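 also: 0% = DMSO with enzyme and 100% = buffer with substrate but no TDP2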
Target sequence (O95551 whole entry, looked up): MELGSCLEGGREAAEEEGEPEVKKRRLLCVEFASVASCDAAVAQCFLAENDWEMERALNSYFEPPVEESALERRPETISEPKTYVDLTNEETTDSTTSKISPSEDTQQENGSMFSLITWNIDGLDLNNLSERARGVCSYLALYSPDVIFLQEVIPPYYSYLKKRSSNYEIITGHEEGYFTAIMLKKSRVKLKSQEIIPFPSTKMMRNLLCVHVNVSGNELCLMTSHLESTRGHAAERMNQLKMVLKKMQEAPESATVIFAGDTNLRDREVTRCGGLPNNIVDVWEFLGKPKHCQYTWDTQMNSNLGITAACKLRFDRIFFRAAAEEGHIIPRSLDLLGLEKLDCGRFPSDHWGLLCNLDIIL
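System – recombinant human TDP2 · Quantity – TDP2 enzyme at 120 nM final · Doses – single concentration, 12.8 µM nominal, with 1% DMSO · Incubation – 2 h at 37 °C · Measured by – epi absorbance of p-nitrophenol freed from T5PNP by hydrolysis · Read-out – % inhibition relative to enzyme-containing and enzyme-free wells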
ADAM10 inh – inhibitors of human ADAM10; O14672; recombinant ADAM10, EDANS/DABCYL FRET peptide cleavage, 3 h; actives 0.62% (n = 370,000); AID 720582; inhibition, % at 7 µM;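 active = inhibition above a per-campaign cutoff equal to the mean of compounds falling between control-based bounds plus 3 SD, cut at about 20% in these data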;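 also: 0% = DMSO wells while the 100% control is not disclosed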
PLC-beta3 inh – inhibitors of human phospholipase C beta3; Q01970; Purified PLC-beta3, fluorogenic substrate, fluorescence; inhibition, % at 12.2 µM; actives 0.18% (n = 370,000); AID 720704; in the data active = inhibition above about 11%;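 also: 0% = median of compound wells on plate and 100% = full blocker control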
ADAM17 inh – inhibitors of human ADAM17; recombinant ADAM17, EDANS/DABCYL FRET peptide cleavage; actives 0.83% (n = 370,000); P78536; inhibition, % at 6.95 µM;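 active = inhibition above the mean of compounds lying between control limits plus 3 SD, set per campaign, cut at about 8.5% in these data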;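 also: 0% = DMSO-only wells as the low control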
ARFGAP1 inh – inhibits rat ARF GTPase activating protein 1. Q62848. AID 651572. inhibition, % at 16.5 µM. Arfgap1-stimulated ARF1 GTP hydrolysis, GDP FP detection. actives 0.26% (n = 360,000);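 active = inhibition above a per-plate limit, mean inhibition of low control wells plus 3 SD, cut at about 25% in these data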;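 also: 0% = DMSO wells with enzyme and 100% = wells lacking Arfgap1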
Target sequence (Q62848 1-136 limits assumed): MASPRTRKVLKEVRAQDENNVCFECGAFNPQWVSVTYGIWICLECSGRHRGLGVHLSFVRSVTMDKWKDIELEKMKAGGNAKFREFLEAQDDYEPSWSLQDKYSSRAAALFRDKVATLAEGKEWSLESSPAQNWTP
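Material: rat Arfgap1 GAP domain (His6, aa 1-136), purified enzyme. Also added: human ARF1(Δ1-17)-GTP substrate. Compound dosing: 16.5 µM single point, 1.26% DMSO. Timing: enzyme reaction 120 min at 25 °C after 20 min preincubation. Signal: GDP detection by fluorescence polarization. Read-out basis: percent inhibition of GAP-stimulated GDP formation, scaled between DMSO and no-Arfgap1 medians.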
SIAE inh – blocks human sialic acid acetylesterase | SIAE FP-Rh probe binding, fluorescence polarization | actives 0.69% (n = 370,000) | Q9HAT2 | inhibition, % at 9.66 µM;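 active = inhibition above a cutoff: mean of compounds within the control limits plus 3 SD of those, cut at about 17% in these data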;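 also: 0% = plate median of compound wells and 100% = probe without SIAE protein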
The depositor's hits bear a star.

Screening CCC(CO)NCCNC(CC)CO (stereo not drawn) returned DDE Tn6 FP inh -17, PLC-gamma1 inh 2, Tn7 DDE FP -7, ASAP1 inh 9, TDP2 inh -4, ADAM10 inh -1, PLC-beta3 inh 2, ADAM17 inh 1, ARFGAP1 inh -6 and SIAE inh 1.
Cc1nc(=O)c(-c2ccccc2)c(C)n1-c1ccc(S(N)(=O)=O)cc1 was read as DDE Tn6 FP inh 1, PLC-gamma1 inh 1, Tn7 DDE FP -10, ASAP1 inh -9, TDP2 inh 4, ADAM10 inh -1, PLC-beta3 inh 1, ADAM17 inh -1, ARFGAP1 inh 2 and SIAE inh -1.
`Cc1c(C(=O)NCc2cccc([N+](=O)[O-])c2)sc(=O)n1Cc1ccc(F)cc1` gave DDE Tn6 FP inh -3, PLC-gamma1 inh 2, Tn7 DDE FP 0, ASAP1 inh 7, TDP2 inh 3, ADAM10 inh 2, PLC-beta3 inh -1, ADAM17 inh 0, ARFGAP1 inh -10 and SIAE inh 0.
`CCCOc1c(Cl)cc(C(=O)Nc2ccc3c(c2)OCO3)cc1OCC` gave DDE Tn6 FP inh -2, PLC-gamma1 inh -2, Tn7 DDE FP 5, ASAP1 inh 4, TDP2 inh 0, ADAM10 inh 12, PLC-beta3 inh -4, ADAM17 inh 5, ARFGAP1 inh -3 and SIAE inh 1.
`CC(=O)c1cccc(OCc2cc(C(=O)N(C)Cc3ccc(C)o3)no2)c1` gave DDE Tn6 FP inh 7, PLC-gamma1 inh -6, Tn7 DDE FP 0, ASAP1 inh 5, TDP2 inh -8, ADAM10 inh -9, PLC-beta3 inh -12, ADAM17 inh 1, ARFGAP1 inh -1 and SIAE inh -3.
For CCc1noc(C)c1C(=O)N(C)CC(=O)Nc1ccc(OC)cc1 the results were DDE Tn6 FP inh 5, PLC-gamma1 inh 5, Tn7 DDE FP 6, ASAP1 inh 0, TDP2 inh -7, ADAM10 inh -6, PLC-beta3 inh -7, ADAM17 inh -7, ARFGAP1 inh 14 and SIAE inh -140.
Screening COc1ccc(Cl)cc1NC(=O)c1ccco1 returned DDE Tn6 FP inh 2, PLC-gamma1 inh 4, Tn7 DDE FP -3, ASAP1 inh -7, TDP2 inh 3, ADAM10 inh 11, PLC-beta3 inh 4, ADAM17 inh 1, ARFGAP1 inh 5 and SIAE inh 3.
Screening O=C1CCCc2c1nc(-c1ccccc1F)n2O returned DDE Tn6 FP inh -6, PLC-gamma1 inh -70, Tn7 DDE FP -6, ASAP1 inh 14, TDP2 inh 3, ADAM10 inh -41, PLC-beta3 inh -102, ADAM17 inh -10, ARFGAP1 inh 9 and SIAE inh -1.
COC(=O)C1=CO[C@@H](O[C@@H]2OC(CO)[C@@H](O)[C@@H](O)[C@@H]2O)C2C1CC[C@]2(C)O (stereo partly drawn) was read as DDE Tn6 FP inh -2, PLC-gamma1 inh 2, Tn7 DDE FP -2, ASAP1 inh 4, TDP2 inh -1, ADAM10 inh -7, PLC-beta3 inh 3, ADAM17 inh -2, ARFGAP1 inh 8 and SIAE inh -11.
`COc1ccccc1OCCCCn1c(C(C)O)nc2ccccc21` (stereo not drawn) gave DDE Tn6 FP inh 14, PLC-gamma1 inh -3, Tn7 DDE FP 1, ASAP1 inh -9, TDP2 inh -9, ADAM10 inh 2, PLC-beta3 inh -4, ADAM17 inh -2, ARFGAP1 inh -12 and SIAE inh 1.
For CC(=O)Nc1cccc(-c2ccnc3c2CC(C)(C(=O)NCc2ccncc2)O3)c1 (stereo not drawn) the results were DDE Tn6 FP inh -7, PLC-gamma1 inh 1, Tn7 DDE FP -3, ASAP1 inh 6, TDP2 inh -16, ADAM10 inh 2, PLC-beta3 inh 7, ADAM17 inh 3, ARFGAP1 inh -1 and SIAE inh -3.
Screening Cn1c(O)c(N=Nc2ccccc2)c2ccccc21 returned DDE Tn6 FP inh 2, PLC-gamma1 inh -5, Tn7 DDE FP 2, ASAP1 inh -6, TDP2 inh 20, ADAM10 inh -6, PLC-beta3 inh -9, ADAM17 inh -4, ARFGAP1 inh 1 and SIAE inh 2.
`Cc1ccc(CNc2ncnc3cc(Cl)ccc23)cc1` gave DDE Tn6 FP inh -1, PLC-gamma1 inh -4, Tn7 DDE FP -3, ASAP1 inh -3, TDP2 inh 4, ADAM10 inh -2, PLC-beta3 inh -9, ADAM17 inh -3, ARFGAP1 inh 4 and SIAE inh 4.
NC(=O)COC(=O)c1cc(=O)[nH]c2ccc(S(=O)(=O)Nc3ccc(F)cc3)cc12 was read as DDE Tn6 FP inh -9, PLC-gamma1 inh 0, Tn7 DDE FP -11, ASAP1 inh 0, TDP2 inh 5, ADAM10 inh -4, PLC-beta3 inh -8, ADAM17 inh 1, ARFGAP1 inh -2 and SIAE inh 8.
Screening Cc1ccc(NC(=O)c2ncn(CCCNCc3ccccc3)n2)cc1C returned DDE Tn6 FP inh 6, PLC-gamma1 inh -1, Tn7 DDE FP 7, ASAP1 inh -3, TDP2 inh -8, ADAM10 inh -10, PLC-beta3 inh -1, ADAM17 inh 1, ARFGAP1 inh -2 and SIAE inh 3.
For Cc1cc(C(=O)OCC(=O)Nc2cccc(S(N)(=O)=O)c2)c2ccccc2n1 the results were DDE Tn6 FP inh -1, PLC-gamma1 inh -3, Tn7 DDE FP 0, ASAP1 inh 3, TDP2 inh 9, ADAM10 inh -14, PLC-beta3 inh -13, ADAM17 inh -6, ARFGAP1 inh -10 and SIAE inh 4.
Screening Cc1onc(-c2c(F)cccc2Cl)c1C(=O)Nc1nc2c(s1)CCCC2 returned DDE Tn6 FP inh 0, PLC-gamma1 inh -10, Tn7 DDE FP 2, ASAP1 inh 2, TDP2 inh 7, ADAM10 inh 2, PLC-beta3 inh -18, ADAM17 inh 0, ARFGAP1 inh -2 and SIAE inh 2.
`S=C(NCc1cccnc1)c1ccccc1` gave DDE Tn6 FP inh -3, PLC-gamma1 inh 3, Tn7 DDE FP 2, ASAP1 inh 3, TDP2 inh 20, ADAM10 inh -3, PLC-beta3 inh 0, ADAM17 inh 0, ARFGAP1 inh 5 and SIAE inh 13.
Screening Cc1noc(C)c1NC(=O)N(C)C[C@H]1Oc2ccc(NC(=O)CCC(F)(F)F)cc2C(=O)N([C@H](C)CO)C[C@@H]1C returned DDE Tn6 FP inh 7, PLC-gamma1 inh -9, Tn7 DDE FP 5, ASAP1 inh -3, TDP2 inh 13, ADAM10 inh 0, PLC-beta3 inh 0, ADAM17 inh -6, ARFGAP1 inh 0 and SIAE inh -5.
`CCNC(=O)Nc1ccc2c(c1)C(=O)N(C)[C@H]1CC[C@H](CC(=O)N[C@H](C)c3ccccc3)O[C@@H]1CO2` gave DDE Tn6 FP inh 2, PLC-gamma1 inh 9.5*, Tn7 DDE FP -7, TDP2 inh 3, ADAM10 inh 16, PLC-beta3 inh 7, ADAM17 inh -7 and SIAE inh 12.
`CN(C)S(=O)(=O)c1ccc(N)c([N+](=O)[O-])c1` gave DDE Tn6 FP inh 5, PLC-gamma1 inh -1, Tn7 DDE FP 5, ASAP1 inh 13, TDP2 inh -1, ADAM10 inh -5, PLC-beta3 inh 0, ADAM17 inh -2, ARFGAP1 inh 2 and SIAE inh -2.
NNC(=O)/C=C/c1ccc(Cl)cc1Cl was read as DDE Tn6 FP inh 5, PLC-gamma1 inh -7, Tn7 DDE FP -3, ASAP1 inh 4, TDP2 inh -8, ADAM10 inh -4, PLC-beta3 inh -13, ADAM17 inh 1, ARFGAP1 inh 4 and SIAE inh -1.
`CCC12CCC3c4ccc(O)cc4CCC3C1CC(O)C2O` (stereo not drawn) gave DDE Tn6 FP inh 0, PLC-gamma1 inh 2, Tn7 DDE FP 2, ASAP1 inh 4, TDP2 inh 4, ADAM10 inh -15, PLC-beta3 inh -10, ADAM17 inh -6, ARFGAP1 inh -3 and SIAE inh 5.
Screening Cn1c(=O)c2c(nc(N/N=C/c3ccc(OC(=O)c4ccco4)cc3)n2Cc2ccccc2)n(C)c1=O returned DDE Tn6 FP inh 0, PLC-gamma1 inh -25, Tn7 DDE FP 5, ASAP1 inh -4, TDP2 inh -4, ADAM10 inh -5, PLC-beta3 inh -23, ADAM17 inh 5, ARFGAP1 inh -10 and SIAE inh 6.

The final two records of the section above open the next one.
`CCC12CCC3c4ccc(O)cc4CCC3C1CC(O)C2O` (stereo not drawn) gave DDE Tn6 FP inh 0, PLC-gamma1 inh 2, Tn7 DDE FP 2, ASAP1 inh 4, TDP2 inh 4, ADAM10 inh -15, PLC-beta3 inh -10, ADAM17 inh -6, ARFGAP1 inh -3 and SIAE inh 5.
Screening Cn1c(=O)c2c(nc(N/N=C/c3ccc(OC(=O)c4ccco4)cc3)n2Cc2ccccc2)n(C)c1=O returned DDE Tn6 FP inh 0, PLC-gamma1 inh -25, Tn7 DDE FP 5, ASAP1 inh -4, TDP2 inh -4, ADAM10 inh -5, PLC-beta3 inh -23, ADAM17 inh 5, ARFGAP1 inh -10 and SIAE inh 6.
CC(C)(C)c1ccc(C(=O)Nc2ccc(C(=O)NCc3cccnc3)cc2)cc1 was read as DDE Tn6 FP inh 7, PLC-gamma1 inh 3, Tn7 DDE FP -7, ASAP1 inh 4, TDP2 inh -7, ADAM10 inh 3, PLC-beta3 inh -4, ADAM17 inh 4, ARFGAP1 inh -3 and SIAE inh -17.
Screening CC12CCC(C(=O)N/N=C/c3ccc(O)cc3O)(OC1=O)C2(C)C (stereo not drawn) returned DDE Tn6 FP inh -1, PLC-gamma1 inh -10, Tn7 DDE FP 1, ASAP1 inh 9, TDP2 inh -18, ADAM10 inh -40, PLC-beta3 inh -15, ADAM17 inh -14, ARFGAP1 inh 8 and SIAE inh 8.
`CCn1nnnc1Oc1ccc(Cl)cc1` gave DDE Tn6 FP inh 8, PLC-gamma1 inh 0, Tn7 DDE FP -1, ASAP1 inh -5, TDP2 inh 15, ADAM10 inh 3, PLC-beta3 inh -1, ADAM17 inh -6, ARFGAP1 inh 7 and SIAE inh 0.
Screening CCCCNC(=O)c1sc2ncnc(N3CCc4ccccc4C3)c2c1C returned DDE Tn6 FP inh -3, PLC-gamma1 inh -2, Tn7 DDE FP -4, ASAP1 inh -2, TDP2 inh -7, ADAM10 inh 2, PLC-beta3 inh 1, ADAM17 inh -3, ARFGAP1 inh -4 and SIAE inh -3.
`CCOC(=O)N1CCN(c2cc(=O)n(-c3ccc(OC)cc3)c(=O)[nH]2)CC1` gave DDE Tn6 FP inh 10, PLC-gamma1 inh 1, Tn7 DDE FP 10, ASAP1 inh -1, TDP2 inh 3, ADAM10 inh 7, PLC-beta3 inh 1, ADAM17 inh -2, ARFGAP1 inh 1 and SIAE inh -1.
For O=c1[nH]c2ccccc2c(O)c1-c1cc2ccccc2oc1=O the results were DDE Tn6 FP inh -4, PLC-gamma1 inh -5, Tn7 DDE FP 0, ASAP1 inh -2, TDP2 inh -4, ADAM10 inh -8, PLC-beta3 inh -3, ADAM17 inh -4, ARFGAP1 inh 1 and SIAE inh -4.
